# S3 lipid droplet = qHTS Assay for Lipid Storage Modulators in Drosophila S3 Cells. Drosophila S3 cells, BODIPY lipid droplet fluorescence, 18-24 h; cells fed with added oleic acid. lipid storage change, negative = inhibition, % at the top dose, mostly 46.1 µM; hits show Potency in µM. actives 0.64% (n = 320,000). AID 2685; active = well fitted inhibition curve with a large enough effect in the signal ratio, with a control signal flat, not every such curve was filed as active; inconclusive = small, poorly fitted or top-dose-only effect, or effect the other way, or a change in a side signal; the % refers to the signal ratio
#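 Laser-scanning cytometry quantifies lipid droplet accumulation (500–530 nm total intensity; droplet/cell object ratio) in oleic acid-fed (400 uM added) Drosophila S3 cells treated with a concentration series. 20 uM Triacsin C defined 100% inhibition.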
# S3 lipid droplet cell count max = further read-out of S3 lipid droplet, marked with its call; cell number change, %; measured here: cell count max response;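 cells counted by Cell Tracker Red CMTPX staining in the red channel; peak over a dose series mostly up to 46.1 µM; percent activity relative to internal control wells on each plate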
# The depositor's hits bear a star; i = inactive; ? = inconclusive; . = no result given. % is set by controls: 0 for no effect and ±100 for the full control effect; potency is the fitted concentration of half-maximal effect. Only part of the results is shown; count on the stated rates, not on these rows.
S3 lipid droplet	S3 lipid droplet cell count max	Molecule
?	.	COc1ccc(C)cc1-n1nnnc1SCC(=O)c1cc(C)n(Cc2ccco2)c1C
14%	-5	CCN(CC)C(=O)CSc1nnc(-c2ccco2)n1Cc1ccco1
?	.	Cc1ccc(-c2nnn(CC(=O)N(CC(=O)NC3CCCC3)c3ccccc3F)n2)o1
?	.	O=C(NC(Cc1ccccc1)C(=O)O)/C(=C\c1ccc(Br)cc1)NC(=O)c1ccc(Br)o1 (stereo not drawn)
-8%	-19	Cc1ccc(-c2n[nH]c(=S)n2/N=C/c2ccc(C)o2)cc1
i	-8	COc1cc(CN2CCC(Cc3ccccc3)CC2)cc([N+](=O)[O-])c1O
7%	17	CCOc1ccc(CNC(=O)C2CCN(S(=O)(=O)CC)CC2)cc1OC
?	.	CCOc1ccccc1C(=O)NCC(=O)N(C)Cc1cccnc1
?	.	COc1ccccc1NC(=O)CSc1nccn1Cc1ccc(F)cc1
?	.	COC(=O)c1c(C)[nH]c(C(=O)C(C)OC(=O)C2CC2)c1C (stereo not drawn)
?	.	CC(=O)Nc1sc(NC(=O)c2ccco2)nc1-c1cccs1
?	.	CCOCCSc1nnc2nc(C)cc(C)n12
10%	2	CC(C)(C)OC(=O)N1CCC(NC(=O)c2[nH]cnc2C(=O)N[C@@H](Cc2ccccc2)C(=O)OCc2ccccc2)CC1
?	.	CC(NC(=O)c1ccc(F)cc1Cl)C1CC2CCC1C2 (stereo not drawn)
?	.	CC(C)(C)NC(=O)C1CC(=O)OC1(C)C (stereo not drawn)

# Quoted at random: 5 entries already listed
S3 lipid droplet	S3 lipid droplet cell count max	Molecule
?	.	Cc1ccc(-c2nnn(CC(=O)N(CC(=O)NC3CCCC3)c3ccccc3F)n2)o1
?	.	CCOCCSc1nnc2nc(C)cc(C)n12
?	.	COc1ccc(C)cc1-n1nnnc1SCC(=O)c1cc(C)n(Cc2ccco2)c1C
14%	-5	CCN(CC)C(=O)CSc1nnc(-c2ccco2)n1Cc1ccco1
?	.	COC(=O)c1c(C)[nH]c(C(=O)C(C)OC(=O)C2CC2)c1C (stereo not drawn)

# The listing picks up with the two entries that preceded the break.
S3 lipid droplet	S3 lipid droplet cell count max	Molecule
?	.	CC(NC(=O)c1ccc(F)cc1Cl)C1CC2CCC1C2 (stereo not drawn)
?	.	CC(C)(C)NC(=O)C1CC(=O)OC1(C)C (stereo not drawn)
i	-21	Cc1noc(NC(=O)c2ccc(Cl)c(Cl)c2)c1Cl
?	.	CCc1cc(=O)[nH]c(SCc2ccc(C)cc2)n1
-7%	-2	CCOC(=O)c1oc2ccccc2c1NC(=O)c1ccccc1OC
6%	18	O=C(c1ccco1)N1CCN(C(=O)C23CC4CC(CC(C4)C2)C3)CC1
?	.	CCC(=O)Nc1nnc(S(=O)(=O)N(CC(C)C)c2ccccc2)s1
9%	8	Cn1c(SCC(=O)c2ccc(F)cc2)ncc(C(=O)Nc2ccccc2)c1=O
7%	2	COc1cc(NC(=O)Cc2ccc(F)cc2)cc(OC)c1OC
?	.	COC(=O)c1ccc(Sc2ccc(F)cc2)c(N)c1
?	.	CCOc1cc(S(=O)(=O)N(CC)CC)c(OCC)cc1-n1cnnn1
i	-3	COc1cc(-c2noc(C)c2/C=C/c2ccc(OC(C)=O)cc2)cc(OC)c1OC
?	.	C=C1c2cc(OC)ccc2NC(=O)N1CC
?	.	Cc1cc(C)c(NC(=O)CNC(=O)CN(C)Cc2ccc(Br)s2)c(C)c1
-6%	5	CN(C)/C=C(\C(=O)c1ccc(F)cc1F)c1nnnn1-c1ccccc1
?	.	O=C(NC(O)C(=O)c1ccccc1)c1ccc(F)cc1 (stereo not drawn)
?	.	CN1C(=O)C2(c3ccccc31)C1CCCC=C1C(C#N)=C(N)C2(C#N)C#N (stereo not drawn)
0%	.	Cc1cc(NS(=O)(=O)c2c(C)c(C)cc(C)c2C)no1
?	.	Cc1cccc(N(CC(=O)NCc2ccccc2)C(=O)CCC(=O)Nc2nccs2)c1
i	-11	CC(=O)N1CCc2cc(S(=O)(=O)NCCC(=O)Nc3cccc(C)c3C)ccc21
?	.	CCn1c(SCCC(=O)Nc2ccccc2)nnc1-c1ccc(OC)cc1
?	.	Cc1ccc(N(CN2C(=O)C3CC=CCC3C2=O)C(=O)c2ccco2)cc1Cl (stereo not drawn)
?	.	CCOCCCn1c(SCc2ccccc2)nnc1-c1ccncc1
?	.	C1=Nc2ccccc2CN1c1ccccc1
?	.	Cc1ccc(C)c(CN2CCNC2=O)c1
?	.	C=CCn1c(COc2ccccc2)nnc1SCc1ccc(C#N)cc1
?	.	CN(C)S(=O)(=O)N1CCN(S(=O)(=O)c2ccc3ccccc3c2)CC1
-16%	9	O=C1C(Cc2ccc(O)cc2)NC(=S)N1C1CCCCC1 (stereo not drawn)
?	.	COc1ccc(CCN2C(=O)CC(NNC(=O)c3ccccc3Br)C2=O)cc1OC (stereo not drawn)
i	-3	Cc1ccc(OCCC(=O)OCC(=O)c2ccc3c(c2)NC(=O)CO3)cc1
i	-15	Cc1nc2scc(-c3ccccc3)c2c(=O)n1N
-17%	-14	CCN(CC)S(=O)(=O)c1cccc(N=Nc2sc(N)nc2C)c1
i	.	CCc1nc2nc(C)c(NS(=O)(=O)c3ccc(F)cc3)c(=O)n2[nH]1
i	6	O=S(=O)(NCC1CC1)c1cccc(S(=O)(=O)N2CCCC2)c1
?	.	COc1cc(/C=C/c2cc(C(=O)O)c3ccccc3n2)cc(OC)c1O
7%	-24	CC1CCN(Cc2nc(-c3ccccc3)no2)CC1
?	.	COc1ccc(CNC(=O)[C@@H]2CCCN2C(=O)[C@@H]2Cc3ccccc3CN2C(=O)OC(C)(C)C)cc1
?	.	Cc1ccccc1N(C)C(=O)C1CCCN(c2ncnc3c2nc2n3CCCCC2)C1 (stereo not drawn)
i	-11	CC1(C)Cc2c(cnn2-c2ccc(F)cc2)C(NC(=O)CCN2CCCCO2)C1 (stereo not drawn)
?	.	COc1ccc(NC(=O)CSc2nc(N)c(-c3ccccc3)c(=O)[nH]2)cc1
?	.	CCOC(=O)CC1C(=O)NCCN1C(=O)COc1ccc(C(C)(C)C)cc1 (stereo not drawn)
0%	11	C=CCSc1nc2c(c(=O)[nH]1)C(c1ccccc1)C(C#N)=C(N)O2 (stereo not drawn)
?	.	CC1CCCCN1C(=O)COc1ccccc1F (stereo not drawn)
?	.	Cc1c(Cl)cccc1-n1c(SCC(=O)N2CCC(C(=O)O)CC2)nc2ccccc2c1=O
-7%	5	CCc1ccccc1NC(=S)NC1CC2CCC(C1)N2Cc1ccc(F)cc1 (stereo not drawn)
?	.	Cc1cc(NC(=O)CSc2nc3c(c(=O)n(C)c(=O)n3C)n2C(C)C)no1
-5%	5	COc1cccc(CNC(=O)C2CCN(S(=O)(=O)c3cccc4cccnc34)CC2)c1

# Full records, looked up by structure. Order of values: S3 lipid droplet, S3 lipid droplet cell count max
# Results for CC1CCN(Cc2nc(-c3ccccc3)no2)CC1 → 7%, -24
# Results for CCOC(=O)CC1C(=O)NCCN1C(=O)COc1ccc(C(C)(C)C)cc1 (stereo not drawn) → ?, .
# Results for Cc1c(Cl)cccc1-n1c(SCC(=O)N2CCC(C(=O)O)CC2)nc2ccccc2c1=O → ?, .
# Results for CCc1nc2nc(C)c(NS(=O)(=O)c3ccc(F)cc3)c(=O)n2[nH]1 → i, .
# Results for CC1CCCCN1C(=O)COc1ccccc1F (stereo not drawn) → ?, .

# (more compounds)
S3 lipid droplet	S3 lipid droplet cell count max	Molecule
?	.	COc1ccccc1Nc1nc(N)nc(-c2cc3ccccc3o2)n1
0%	-9	O=C(CSc1nnnn1C1CCCCC1)Nc1ccc(F)cc1
0%	.	Cc1ccc(NC(=O)Cc2nn(C)c(=O)c3ccccc23)cc1F
-13%	26	O=C(O)c1nn(Cc2ncc(-c3cccc(Cl)c3)o2)c(=O)c2ccccc12
?	.	CCCCCc1nnc(NC(=O)c2ccc3nc[nH]c3c2)s1
?	.	O=C(C1CC1)N1CCc2cc(S(=O)(=O)NCc3ccccc3)ccc21
8%	13	Cc1ccc(C(=O)C(OC(=O)c2c(C)cc(=O)oc2C)c2ccccc2)cc1 (stereo not drawn)
?	.	O=C(CCN1CCc2ccccc2C(c2ccccc2)C1)c1ccc2c(c1)OCCO2 (stereo not drawn)
?	.	O=C(/C=C/c1cccc([N+](=O)[O-])c1)NCCN1C(=O)S/C(=C\c2cccnc2)C1=O
-17%	-4	c1ccc2c(c1)CCN(c1nc(CN3CCOCC3)nc3sc4c(c13)CCCC4)C2
?	.	COc1ccc(CNC(=O)c2ccc(CS(=O)(=O)c3ccc(Br)cc3)o2)cc1
?	.	CCc1[nH]nc2c1C1(CCOC1C)C(C#N)=C(N)O2 (stereo not drawn)
i	.	C/C(=C1\SC(N2CCOCC2)=NC1=O)c1ccc(C)cc1
?	.	CC(C)OC(=O)c1cc(-c2ccc(C=O)o2)ccc1Cl
?	.	C/C(=C\c1ccccc1)C(=O)Nc1ccc(S(=O)(=O)Nc2ncccn2)cc1
?	.	CCC(Sc1nc2sc(C(=O)OC)c(C)c2c(=O)n1N)C(=O)N(CC)CC (stereo not drawn)
15%	8	COc1ccc([N+](=O)[O-])cc1NC(=O)COC(=O)c1ccccc1O
?	.	CCOC(=O)c1c(NC(=O)Cc2cccs2)sc(C(=O)N2CCCCC2)c1C
?	.	O=C(Nc1ccc(F)cc1)c1nc[nH]c1C(=O)Nc1ccccc1[N+](=O)[O-]
12%	2	O=c1oc(Nc2ccccc2F)nc2ccccc12
?	.	CCN(C(=O)CCS(=O)(=O)c1cccc2nonc12)c1ccc(F)cc1
-2%	26	Cc1cccc(N(C)c2ncnc3onc(-c4ccc(F)cc4)c23)c1C
?	.	CC(C(N)=O)N1C(=O)NC2(CCCc3ccccc32)C1=O (stereo not drawn)
i	.	COc1ccc(C)cc1NC(=O)CC(O)(C(F)(F)F)C(F)(F)F
?	.	CCCc1nc(SCc2ccc(Cl)cc2Cl)n[nH]1
?	.	Cc1ccn(CCC(=O)N2CCc3ccccc32)n1
?	.	O=C(NC1CCCC1)c1cc(-c2ccccc2Cl)on1
-14%	-11	COc1cccc(CNC(=O)CCC2CCCN(C(=O)c3ccoc3)C2)c1 (stereo not drawn)
?	.	O=S(=O)(c1ccc(Br)cc1Cl)N1CCN(CCO)CC1
i	-4	Cc1ccc(-c2nc3ncccc3o2)cc1NC(=O)c1ccc([N+](=O)[O-])o1
?	.	CCS(=O)(=O)NC(C)C(c1cccs1)N1CCN(c2ccc(F)cc2)CC1 (stereo not drawn)
1%	14	COc1ccc(-c2csc(/C(C#N)=C/Nc3cc4oc5ccccc5c4cc3OC)n2)cc1
i	.	Cc1nc(C)c(C(=O)N(c2ccc(C)c(C)c2)C(C(=O)NCc2ccco2)c2ccccc2)s1 (stereo not drawn)
19%	13	CC1CCN(c2ccc(C(=O)OCC(=O)NCCN3C(=O)CSC3=O)cc2[N+](=O)[O-])CC1
?	.	COc1ccccc1CCC(=O)Nc1ncc(C)s1
i	-2	S=C(NCc1ccc2c(c1)OCO2)NC1CCN(Cc2ccccc2)CC1
?	.	O=C(CSc1nnc(-c2cccnc2)o1)OC1CCCCC1
?	.	O=C(Nc1cccnc1)c1cc(F)c(F)cc1Cl
?	.	COc1ccc(C)cc1NC(=O)NNC(=O)c1cc2ccccc2cc1O
?	.	O=C(NCc1ccco1)c1scc2c1OCCO2
?	.	O=C(Nc1scc(-c2ccccc2)c1C(=O)O)c1ccco1
-2%	0	c1ccc(CSc2nnc(-c3sccc3-n3cccc3)o2)cc1
?	.	O=c1[nH]c(-c2ccccc2)c(-c2ccccc2)[nH]1
i	-19	CCN(CC)c1nc(C)c(C(C)=O)cc1C#N
-10%	-2	COc1cccc(CNC(=O)CCC2CCCN(C(=O)CCc3c(C)noc3C)C2)c1 (stereo not drawn)

# Six entries out of the list, arranged by molecular weight, highest first:
S3 lipid droplet	S3 lipid droplet cell count max	Molecule
1%	14	COc1ccc(-c2csc(/C(C#N)=C/Nc3cc4oc5ccccc5c4cc3OC)n2)cc1
?	.	CCS(=O)(=O)NC(C)C(c1cccs1)N1CCN(c2ccc(F)cc2)CC1 (stereo not drawn)
?	.	COc1ccc(C)cc1NC(=O)NNC(=O)c1cc2ccccc2cc1O
?	.	O=C(CSc1nnc(-c2cccnc2)o1)OC1CCCCC1
?	.	O=c1[nH]c(-c2ccccc2)c(-c2ccccc2)[nH]1
i	-19	CCN(CC)c1nc(C)c(C(C)=O)cc1C#N

# (further entries)
S3 lipid droplet	S3 lipid droplet cell count max	Molecule
i	-19	COc1ccc(C(CNC(=O)c2ccc(C)c(S(=O)(=O)Nc3ccccc3OC)c2)N2CCCC2)cc1 (stereo not drawn)
-1%	9	CC(=O)N1N=C(c2ccccc2)OC1c1cccnc1 (stereo not drawn)
?	.	Cc1cc(C)n(-c2nc(SCC(=O)NCC3CCCO3)c3c4c(sc3n2)CCCC4)n1 (stereo not drawn)
17%	.	Cc1nnc(Sc2nc3c(c(=O)n(C)c(=O)n3C)n2Cc2ccc(Cl)cc2)s1
i	1	CCNS(=O)(=O)c1ccc(OCCNS(C)(=O)=O)cc1
?	.	COCc1c(C(=O)N/N=C(/C)c2ccccc2)nnn1-c1nonc1N
?	.	CC(C)c1nc(SCC(=O)c2ccccc2)c2c(=O)n(C)c(=O)n(C)c2n1
i	.	O=S(=O)(NCCc1csc(-c2ccccc2)n1)c1ccc2c(c1)OCCO2
-13%	3	CC1(C)C2([N+](=O)[O-])CN3CC1([N+](=O)[O-])CN(C2)C3C(O)C(O)C(O)CO (stereo not drawn)
0%	4	O=C(NNC1=Nc2ccccc2SC1)c1ccc(F)cc1
6%	7	CC(OC(=O)c1cc2sccc2n1C)C(=O)NCC1CCCO1 (stereo not drawn)

# Source: PubChem (National Center for Advancing Translational Sciences (NCATS))
